Screening results (PubChem)
ERK AVP inh: qHTS Assay for Inhibitors of the ERK Signaling Pathway using a Homogeneous Screening Assay | Potency, µM (top dose mostly 57.5 µM), for inactives: at the top dose activity, negative = inhibition, usual class: inhibitors | actives 0.99% (n = 72,000) | HEK293-V1b, vasopressin-stimulated pERK AlphaScreen; further: potency means the concentration at half of the fitted maximal effect; on the % scale 0 is the no-effect control and ±100 the full control effect; nearly all actives have a fitted effect of over 55% in size
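HEK293 cells stably expressing V1b receptor, seeded overnight in 1% FBS, were treated with compounds for 30 min at 37C, then stimulated 5 min with 25 nM vasopressin; phospho-ERK read by AlphaScreen SureFire after lysis.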
BRCT PPI green: qHTS Assay for Inhibitors of BRCT-Phosphoprotein Interaction (Green Fluorophore); Breast cancer type 1 susceptibility protein (Homo sapiens), P38398; BRCA1 BRCT-phosphopeptide binding, green fluorescence polarization; Potency, µM (top dose mostly 76.9 µM), without a hit: at the highest dose activity change, negative = inhibition, most hits filed as inhibitors; actives 0.05% (n = 75,000); AID 875, 2007;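 further: potency means the concentration at half of the fitted maximal effect; plate controls were peptide without protein for full effect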
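Compounds were incubated for 12 min at room temperature with a complex of 100 nM fluorescein-tagged pBACH1 decapeptide and 250 nM His-tagged BRCT protein. Buffer was phosphate pH 7.3 with EDTA, DTT and Tween 20. Disruption of binding lowers the polarization signal.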
Caspase-7 inhib: qHTS Assay for Allosteric/Competitive Inhibitors of Caspase-7. P55210. recombinant caspase-7, Ac-DEVD-AFC fluorescence rate. Potency, µM (series often up to 57.5 µM), inactives show top-dose activity change, negative = inhibition, most hits filed as inhibitors. actives 0.02% (n = 75,000); active means well fitted inhibition curve with a large enough effect in the main read-out, with a control signal flat, not every such curve was filed as active; inconclusive means small, poorly fitted or top-dose-only effect, or a change in a side signal; further: potency means the concentration at half of the fitted maximal effect; % of control where 0% means no effect
A350 autofl: qHTS Assay for Spectroscopic Profiling in A350 Spectral Region; max dye-equivalent concentration, M; AID 590, 2007; Compound autofluorescence, 340/450 nm, Alexa 350 dye-equivalents; active compounds read high; actives 11% (n = 59,000); in the data active means max dye-equivalent concentration above about 10 nM; inconclusive means mostly about 1.1 nM to 9.6 nM
FLuc inh: qHTS Assay for Inhibitors of Firefly Luciferase; actives 2.2% (n = 72,000); Potency, µM (series often up to 57.1 µM), for the others: at the highest dose activity change, negative = inhibition, actives largely listed as inhibitors; purified firefly luciferase, luminescence, 8 min; further: potency means the concentration at half of the fitted maximal effect; on the % scale 0 is the no-effect control and ±100 the full control effect; nearly all actives have a fitted effect of over 40% in size
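Substrate buffer containing 10 uM ATP (pH 7.2 imidazole, Mg2+, KCl, detergent, BSA) is dispensed, compound pinned in, then luciferase/luciferin detector mix added. After 8 min at ambient temperature, light output is measured.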
Tau filament bind: qHTS Assay for Tau Filament Binding; Microtubule-associated protein tau (Homo sapiens), P10636; recombinant tau filaments, thioflavin S fluorescence, 15 h; filaments grown with octadecylsulfate alongside compound; Potency, µM (highest dose often 57.1 µM), for inactives: top-dose activity change, negative = inhibition; actives 2% (n = 71,000); AID 596, 2007;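 further: potency means the concentration at half of the fitted maximal effect; on the % scale 0 is the no-effect control and ±100 the full control effect; actives lower thioflavin S fluorescence by blocking filaments or displacing dye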
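His-tagged recombinant human tau (exons 2, 3 and 10 included), 1 uM, was induced to fibrillize by 30 uM sodium octadecylsulfate with compound present. After 15 h at 37 C, thioflavine S fluorescence (ex 450, em 510 nm) was read.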
BRCT inh red: qHTS Assay for Inhibitors of BRCT-Phosphoprotein Interaction (Red Fluorophore). Breast cancer type 1 susceptibility protein (Homo sapiens), P38398. BRCT-phosphopeptide binding, red fluorescence polarization. Potency, µM (titrated, usually from 76.9 µM), for inactives: top-dose activity change, negative = inhibition, usual class: inhibitors. actives 0.03% (n = 75,000); further: on the % scale 0 is the no-effect control and ±100 the full control effect
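Fluorescence polarization: 100 nM His-tagged BRCA1 BRCT with 100 nM TAMRA-labelled phospho-BACH1 decapeptide, phosphate buffer pH 7.3 with 150 mM NaCl, DTT, 0.01% Tween 20; 12 min RT. Binding inhibition seen as FP decrease.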
USP2a inhib: qHTS Assay for Inhibitors of Ubiquitin-specific Protease USP2a; Ubiquitin carboxyl-terminal hydrolase 2 (Homo sapiens), O75604; actives 0.1% (n = 60,000); USP2a enzymatic assay, qHTS inhibition; Potency, µM (highest dose often 38.3 µM), for the others: at the top dose activity change, negative = inhibition, hits mostly inhibitors; AID 927, 2007;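 further: potency means the concentration at half of the fitted maximal effect; nearly all actives have a fitted effect of over 60% in size; plate controls were DMSO for no effect and NEM full inhibition control for full effect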
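20 nM USP2 core + cpd, 30 min RT; add 20 nM Ub-PLA2/20 uM NBD C6-HPC; read Ex460/Em535 at 0 h and 2.5 h. Normalized to NEM; qHTS curve fit/classification.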
Caspase-1 inhib: qHTS Assay for Allosteric/Competitive Inhibitors of Caspase-1. Potency, µM (series often up to 57.5 µM), inactives show top-dose activity change, negative = inhibition, hits mostly inhibitors. Caspase-1 enzyme, Ac-WEHD-AFC fluorogenic rate. actives 0.03% (n = 75,000). P29466;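 further: potency means the concentration at half of the fitted maximal effect; plate controls were vehicle for no effect and no substrate for full effect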
CRE-bla Fsk: Cell signaling CRE-BLA (Fsk stim). CHO CRE-bla reporter (cAMP response element driving beta-lactamase), forskolin EC10, beta-lactamase ratio. actives 2.5% (n = 71,000). AID 662, 2007. Potency, µM (series often up to 38.2 µM), inactives show at the highest dose activity change, negative = inhibition, most hits filed as activators; active means well fitted activation curve with a large enough effect in the signal ratio, with a control signal flat, not every such curve was filed as active; inconclusive means small, poorly fitted or top-dose-only effect, or effect the other way, or a change in a side signal; the % refers to the signal ratio; further: potency means the concentration at half of the fitted maximal effect; % of control where 0% means no effect
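Modulation of forskolin-driven signalling is measured in CHO cells carrying a CRE-controlled beta-lactamase reporter. Cells are stimulated with EC10 NKH 477 in the presence of titrated compound for 3 h at 37 °C, then loaded with CCF4 for 2 h at room temperature.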
HEK293 cAMP ctrl: qHTS Assay for Agonists of the Thyroid Stimulating Hormone Receptor: Activators of Intracellular cAMP Concentrations in Parental HEK 293. parental HEK293 CNG cAMP sensor, membrane potential fluorescence. Potency, µM (titrated, usually from 57.1 µM), without a hit: top-dose activation, most hits filed as activators. actives 2.5% (n = 73,000); further: potency means the concentration at half of the fitted maximal effect; % of control where 0% means no effect; nearly all actives have a fitted effect of over 55% in size
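Parental HEK 293 cells stably expressing a cAMP-gated CNG channel were loaded with membrane potential dye containing 100 uM RO 20-1724 for 60 min. Compound added for 30 min; depolarization read as fluorescence intensity at 590 nm.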
* = called active by the depositor; i = inactive; ? = inconclusive; . = no result given; [ ] = dose if it differs, or a comment. Unless noted, the call rests on the fitted dose curve; in most records, active means well fitted curve in the direction sought with a large enough effect; inconclusive means small, poorly fitted or top-dose-only effect, or another doubt; inactive means no such curve, though single readings can be large; an effect the other way counts as inactive or inconclusive. The order is random (roughly 16% active in at least one column).

#	SMILES	Tau filament bind	USP2a inhib	BRCT PPI green	ERK AVP inh	Caspase-7 inhib	BRCT inh red	CRE-bla Fsk	HEK293 cAMP ctrl	Caspase-1 inhib	FLuc inh	A350 autofl
1	CCN1CCN(CCNC(=O)C2CCCN(Cc3nc(-c4cccc(Cl)c4)oc3C)C2)CC1 (stereo unspecified)	25%	.	-0.5%	2%	-1%	0.0%	5%	8%	0%	0%	.
2	C=C(Br)CN(C)CC(=C)Br	-1%[11.4 µM]	.	-0.4%[15.4 µM]	4%[11.5 µM]	0%[11.5 µM]	-2.1%[15.4 µM]	8%[7.6 µM]	-7%[11.4 µM]	-3%[11.5 µM]	2%[11.4 µM]	i
3	Clc1ccc2oc(-c3ccccn3)nc2c1	-2%	6%	0.8%	-4%	2%	-2.0%	?	20%	0%	16µM*	i
4	O=C(NCc1ccccn1)c1cc(-c2ccccc2)on1	-2%	-6%	-1.7%	?	0%	-1.4%	-22%	5%	0%	-4%	?
5	O=C(Nc1nc(-c2ccccn2)cs1)C1COc2ccccc2O1 (stereo unspecified)	19%	.	-1.3%	.	-1%	-0.8%	-1%	11%	1%	-19%	.
6	COc1ccc(C(=O)N2CCC[C@@]3(CCN(C(=O)NC(C)C)C3)C2)cc1	2%	11%	-1.7%	28%	3%	0.1%	-5%	6%	-4%	0%[11.4 µM]	i
7	O=C(Nc1cccnc1)c1ccc(Oc2ccccc2)cc1	-14%	10%	1.6%	-27%	2%	1.5%	-12%	18%	-1%	13µM*	i
8	CC(C)c1ccc(-c2nnn(Cc3nc4ccccc4s3)n2)cc1	-11%	-8%	6.9%	12%	-1%	-0.6%	5%	?	0%	-2%	i
9	CC(C)NC(=O)CN(C)S(=O)(=O)c1ccc(F)cc1	6%	-9%	0.0%	12%	0%	-0.7%	-1%	-5%	1%	2%	i
10	C[C@@H](C(=O)Nc1ccc2ccccc2c1)[C@@H]1C[C@@]1(C)[C@@H](NS(=O)(=O)c1ccccc1)c1ccccc1	15%	.	-0.8%	-6%	-2%	1.6%	-18%	6%	-4%	.	.
11	CN(C)Cc1cc(C(C)(C)c2cc(CN(C)C)c(O)c(CN(C)C)c2)cc(CN(C)C)c1O	118%	5%	-1.2%	?	-4%	-3.0%	-2%	3%	-1%	0%	?
12	CCC(c1nnnn1Cc1ccc2c(c1)OCO2)N1CCN(c2ccc(OC)cc2)CC1 (stereo unspecified)	-27%	.	-7.4%	-26%	1%	-2.9%	1%	?	-1%	3%	i
13	O=C(CSc1nnc(CNc2ccc(F)cc2)n1Cc1ccco1)N1CCCC1	-8%	-13%	-1.7%	-10%	1%	-1.4%	-5%	13%	-3%	-3%	?
14	OCc1nc2ccccc2n1CC(O)COc1ccccc1 (stereo unspecified)	2%	3%	0.4%	-17%	0%	-2.9%	-10%	4%	2%	-2%	i
15	CC1=C(C(=O)OCC2CCCO2)C(c2ccc(C)o2)C2=C(CC(c3ccc(N(C)C)cc3)CC2=O)N1 (stereo unspecified)	-17%	33%[activator]	0.1%	?	-5%	-1.5%	-5%	-10%	-5%	1%	i
16	CCN(CC)c1ccc(/C=N/n2c(=S)[nH]nc(C)c2=O)cc1	-22%	-4%	-1.5%	12%	-2%	1.2%	-9%	11%	-4%	-9%	.
17	CN(C)CCc1c[nH]c2ccc(Cn3cncn3)cc12	.	-10%	-3.0%	20%	0%	-0.1%	.	.	-2%	.	.
18	CCn1cc(C(=O)NC2CCCCC2)c(=O)c2cc(S(=O)(=O)N(C)C)ccc21	4%	.	0.1%	4%	0%	0.5%	10%	2%	-1%	1%	.
19	CSCc1nnc(NC(=O)c2ccc(S(=O)(=O)N(CC(C)C)CC(C)C)cc2)o1	6%	34%[activator]	0.7%	24%	-1%	0.3%	-13%	?	-3%	1%	i
20	CCc1nc(SC)[nH]c(=O)c1C	-6%	11%	1.6%	-1%	-1%	-1.9%	9%	3%	3%	0%	i
21	COC(=O)[C@@]1(Cc2ccc(OC)cc2)[C@H]2c3cc(C(=O)N(C)C)n(Cc4ccccn4)c3C[C@H]2CN1C(=O)c1ccccc1	9%	.	2.9%	18%	-3%	-0.9%	?	?	-1%	.	.
22	COc1ccccc1-n1nc(C(=O)NCc2ccco2)c2ccccc2c1=O	-4%	10%	0.8%	6%	0%	0.0%	14%	1%	4%	4%	i
23	O=C1NCCCC1C(=O)Nc1ccccn1 (stereo unspecified)	-1%	0%	0.5%	-28%	-1%	-0.8%	-6%	0%	-2%	1%	1.2e-08M*
24	CCCc1cc(C(=O)Cc2ccc(C(=O)OCC)o2)c(O)cc1O	-8%	21%	0.1%	9%	-2%	-1.8%	?	20µM*	-2%	1%	?
25	CCC1=C(OC(=O)N(CC)CC)N2C(=O)OC(=NCC3CC3)[C@]2(Cc2ccccc2)[C@H]2C1=CC[C@H]1C(=O)N(C)C(=O)[C@H]12	.	.	-2.5%	6%	1%	0.5%	.	.	-1%	.	.
26	COc1ccc(-c2nc3cnc(Nc4cccc(OC)c4)nc3n(C)c2=O)cc1	-4%	180%[activator]	-1.3%	?	-11%	-0.2%	?	-11%	-7%	-2%[11.4 µM]	?
27	CCCCN(C(=O)c1ccco1)c1nnc(-c2cc(OC)c(OC)c(OC)c2)s1	3%	7%	-1.7%	-24%	1%	1.0%	?	9%	-2%	2%	1.2e-07M*
28	CN(C)/C=C/c1c(C#N)c(=O)ncn1Cc1ccccc1	-10%	8%	4.1%	2%	-1%	0.1%	-5%	0%	3%	0%	i
29	O=C(Nc1cccc(F)c1)N1CCC2(CC1)CCN(S(=O)(=O)c1ccccc1)CC2	8%	136%[activator]	-2.4%	-3%	-9%	-1.9%	-6%	-5%	-6%	2%[11.4 µM]	i
30	CSCCC(NC(=O)c1ccccc1)c1nc(-c2ccccc2)no1 (stereo unspecified)	36%	6%	-1.4%	-1%	0%	-0.1%	-23%	16µM*	-2%	0%	i
31	CC(=O)NC(C)C(=O)OCc1ccc(Cl)cc1Cl (stereo unspecified)	-2%	2%	2.0%	-7%	-1%	-0.1%	-8%	8%	2%	-2%	i
32	O=C1CCCc2c1nn(-c1ccccc1)[n+]2[O-]	-27%	4%	-1.9%	-4%	-2%	0.1%	-8%	17%	-1%	0%	i
33	CCNC(=O)C1CC(=O)N(Cc2ccc3c(c2)OCO3)C(=Nc2ccc(F)cc2)S1 (stereo unspecified)	20%	-6%	-0.9%	3%	6%	-0.9%	1%	12%	1%	2%	i
34	COc1cccc(S(=O)(=O)N2CCN(c3ccccc3F)CC2)c1	-7%	-7%	2.5%	34%[activator]	-2%	-1.4%	-5%	?	-1%	-3%	i
35	Cc1cc(C)n2c(SCC(=O)Nc3ccccc3)nnc2n1	-3%	.	-0.5%	-7%	-3%	0.5%	?	2%	1%	-2%	.
36	Cn1c(C(=O)O)c(CC(=O)Nc2ccc(F)cc2F)c2ccccc21	7%	-3%	0.3%	19%	1%	-0.4%	11%	6%	2%	2%	i
37	FC(F)(F)c1cnc(Nc2ccc(N3CCOCC3)cc2)c(Cl)c1	32µM*	4%	-2.3%	-25%	0%	0.5%	1%	-33%[inhibitor]	2%	-4%	i
38	Cc1ccc(OCC(=O)N2CCCCCC2)c(C)c1	-1%	7%	-2.9%	-4%	0%	-0.9%	10%	29%	0%	2%	?
39	O=c1c2ccccc2nc2n1CCN2	2%	-7%	-1.4%	2%	1%	0.6%	3%	6%	-1%	2%	.
40	O=C(NCCN1CCCC1)c1ccc2c(=O)n(CCc3ccccc3)c(=O)[nH]c2c1	8%	11%	1.3%	-2%	2%	1.0%	-8%	-1%	-2%	0%	2.4e-08M*
41	Cc1cc(C)c2nc(-c3ccccn3)cc(C(=O)NCc3ccco3)c2c1	41%	37%[activator]	-1.1%	-16%	-9%	-0.4%	?	25µM*	-2%	-5%	3.2e-08M*
42	COC(=O)C1=C(C)NC(=O)NC1c1ccccc1 (stereo unspecified)	1%	-7%	0.1%	-17%	-2%	-0.7%	?	8%	0%	1%	i
